FXN GAA850 act: FXN promoter activators, primary screen, cell-based, luciferase luminescence, HEK293 lucGAA850 | HEK293 lucGAA850 FXN promoter luciferase reporter, 24 h; percent of 10 µM SAHA response | activation, % at 6 µM | 360,000 tested, 0.56% active | AID 540364, 2011;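 active = activation above the average of all compounds screened plus 3 SD, cutoff fixed separately per campaign, cut at about 7.5% in these data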;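 also: 0% = DMSO wells and 100% = 10 µM SAHA wells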
hgDAF-12 ag: H. glycines DAF-12 receptor agonists, primary screen, cell-based, luminescence, HEK293, GAL4 fusion, UAS-luciferase; 370,000 tested, 1.8% active; AID 687014, 2013; activation, % at 6.8 µM; HEK293 GAL4-hgDAF12 UAS-luciferase reporter, agonist luminescence; normalized to butyrate control; Nuclear hormone receptor DAF-12 (Heterodera glycines), GAL4 fusion;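 active = activation above a cutoff set at the mean of all screened compounds plus 3 SD, cut at about 10% in these data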;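 also: 0% = DMSO wells and 100% = sodium butyrate wells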
ADAM17 inh: ADAM17 inhibitors, primary screen, biochemical, QFRET | Disintegrin and metalloproteinase domain-containing protein 17 (Homo sapiens), P78536 | recombinant ADAM17, EDANS/DABCYL FRET peptide cleavage | inhibition, % at 6.95 µM | 370,000 tested, 0.83% active | AID 720648, 2013;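 active = inhibition above the mean of compounds lying between control limits plus 3 SD, set per campaign, cut at about 8.5% in these data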;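 also: 0% = DMSO-only wells as the low control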
DAX1 inh-1: DAX1 (NR0B1) inhibitors on StAR promoter, primary screen, cell-based, luminescence, SF-1 (NR5A1), full-length DAX-1; inhibition, % at 6.8 µM; AID 652010, 2013; 370,000 tested, 1.1% active; HEK293T StAR-luciferase reporter, SF-1/DAX-1 repression relief;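 active = inhibition above the mean over all tested compounds plus 3 SD, cut at about 3.6% in these data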;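 also: 0% = DAX-1 cells with DMSO and 100% = cells lacking DAX-1 with DMSO; higher inhibition means more luminescence from relief of DAX-1 repression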
ssDAF12 agonist: S. stercoralis DAF-12 nuclear receptor activators, primary screen, cell-based, luminescence, HEK293, GRIP1 co-expression, lit1-tk-luc; activation, % at 6.8 µM; HEK293 ssDAF-12/GRIP1 lit1-tk-luc reporter; % of 3 µM dafachronic acid response; AID 652126, 2013; Nuclear hormone receptor DAF-12 (Strongyloides stercoralis); 370,000 tested, 1% active;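 active = activation above the mean over all tested compounds plus 3 SD, cut at about 0.9% in these data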;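 also: 0% = DMSO-only wells and 100% = 3 µM delta7-dafachronic acid wells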
DAX1 inh-2: DAX1 (NR0B1) inhibitors, primary screen, cell-based, HEK293, Gal4-DAX1, luciferase luminescence. inhibition, % at 6.75 µM. Nuclear receptor subfamily 0 group B member 1 (Homo sapiens), P51843. AID 504766, 2011. 340,000 tested, 0.99% active. HEK293 Gal4-DAX1 luciferase reporter;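 active = inhibition above the mean over all tested compounds plus 3 SD, cut at about 4.2% in these data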;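 also: 0% = DAX1-transfected cells with DMSO and 100% = empty-vector control cells with DMSO; inhibition shows as a rise in luminescence from relieved DAX1 repression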
Target sequence (P51843 207-470 limits assumed): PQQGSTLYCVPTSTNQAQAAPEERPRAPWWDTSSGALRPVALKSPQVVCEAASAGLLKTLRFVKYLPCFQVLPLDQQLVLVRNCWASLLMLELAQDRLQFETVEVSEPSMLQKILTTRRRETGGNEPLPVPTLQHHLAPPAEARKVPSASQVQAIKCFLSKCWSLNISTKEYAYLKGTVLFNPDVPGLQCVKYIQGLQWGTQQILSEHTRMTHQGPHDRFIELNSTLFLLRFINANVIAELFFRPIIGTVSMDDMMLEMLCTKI
PLC-beta3 inh: human PLC-beta3 inhibitors, primary screen, biochemical, fluorescence | 1-phosphatidylinositol 4,5-bisphosphate phosphodiesterase beta-3 (Homo sapiens), Q01970 | 370,000 tested, 0.18% active | inhibition, % at 12.2 µM | Purified PLC-beta3, fluorogenic substrate; in the data active = inhibition above about 11%;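 also: 0% = median of compound wells on plate and 100% = full blocker control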
ADAM10 inh: human ADAM10 inhibitors, primary screen, biochemical, QFRET, HTS; recombinant ADAM10, EDANS/DABCYL FRET peptide cleavage, 3 h; inhibition, % at 7 µM; 370,000 tested, 0.62% active; AID 720582, 2013;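 active = inhibition above a per-campaign cutoff equal to the mean of compounds falling between control-based bounds plus 3 SD, cut at about 20% in these data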;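 also: 0% = DMSO wells while the 100% control is not disclosed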
hcDAF-12 act: H. contortus DAF-12 nuclear receptor activators, primary screen, cell-based, luminescence, HEK293, lit1-tk-luc reporter; HEK293 hcDAF-12 lit1-tk-luc reporter; 0% DMSO, 100% Δ7-dafachronic acid; activation, % at 6.8 µM; 370,000 tested, 1.4% active; AID 652067, 2013;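 active = activation above the mean of all tested compounds plus 3 SD, cut at about 5.5% in these data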;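 also: 100% = response to 3 µM Δ7-dafachronic acid high control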
sPLA2-III inh: human group III sPLA2 inhibitors, primary screen, biochemical, QFRET, BODIPY PC-A2 liposome substrate; 370,000 tested, 0.56% active; Group 3 secretory phospholipase A2 (Homo sapiens), Q9NZ20; inhibition, % at 12.2 µM; QFRET BODIPY PC-A2 liposome hydrolysis, fluorescence;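 active = inhibition above mean plus 3 SD of compounds lying within the high and low control bounds, cut at about 19% in these data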;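 also: 0% = median of test compound wells and 100% = no enzyme DMSO wells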
Target sequence (Q9NZ20 whole entry, looked up): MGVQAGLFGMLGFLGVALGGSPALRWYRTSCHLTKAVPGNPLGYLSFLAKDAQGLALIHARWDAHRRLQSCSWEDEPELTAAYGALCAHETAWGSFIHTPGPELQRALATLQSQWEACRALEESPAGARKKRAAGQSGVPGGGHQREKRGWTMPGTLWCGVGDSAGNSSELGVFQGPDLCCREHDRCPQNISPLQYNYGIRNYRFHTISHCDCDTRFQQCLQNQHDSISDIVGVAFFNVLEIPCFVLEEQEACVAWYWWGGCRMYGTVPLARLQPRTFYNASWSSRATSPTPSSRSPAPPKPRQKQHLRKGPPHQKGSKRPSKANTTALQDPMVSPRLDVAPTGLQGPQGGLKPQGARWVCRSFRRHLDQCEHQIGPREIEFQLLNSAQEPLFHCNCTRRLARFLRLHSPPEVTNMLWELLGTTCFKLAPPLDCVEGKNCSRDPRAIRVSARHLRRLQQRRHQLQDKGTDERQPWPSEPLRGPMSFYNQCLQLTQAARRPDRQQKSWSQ
PLC-gamma1 inh: PLC-gamma1 enzyme inhibitors, primary screen, biochemical, fluorescence, purified enzyme. AID 720700, 2013. 370,000 tested, 0.84% active. fluorogenic substrate. 1-phosphatidylinositol 4,5-bisphosphate phosphodiesterase gamma-1 (Homo sapiens), P19174. inhibition, % at 12.2 µM; in the data active = inhibition above about 9.5%
* hit, by the source's call; i = inactive; / = no result given.

SMILES	FXN GAA850 act	hgDAF-12 ag	ADAM17 inh	DAX1 inh-1	ssDAF12 agonist	DAX1 inh-2	PLC-beta3 inh	ADAM10 inh	hcDAF-12 act	sPLA2-III inh	PLC-gamma1 inh
CCC(=O)N=c1n(C)c2ccccc2n1CCOc1ccccc1	0.0	0.0	-2	0.1	-0.1	0.5	-2	-2	-1.7	5	-4
CCN(CC)Cc1c(C(=O)N/N=C/c2ccc(C)o2)nnn1-c1nonc1N	0.3	-0.9	5	0.2	-1.3	-1.5	-3	11	-1.4	-7	6
O=C(CN1CCN(Cc2ccc(F)cc2)C1=O)NC1CCCC1	-0.7	-3.3	-5	0.0	-1.4	0.8	-3	-5	-1.7	-2	-2
CC(=O)c1c(COC(=O)c2ccc(Cl)cc2)nc2ccccc2[n+]1[O-]	1.6	0.7	-10	0.2	-0.3	1.2	4	6	-0.4	19	4
Cc1cc(C)n2nc(SCC(=O)N3CCCC(C)C3)nc2n1 (stereo unspecified)	0.1	-3.5	-1	0.7	-1.1	2.1	3	1	-0.9	1	2
O=C(CN1C(=O)C2CC=CCC2C1=O)Nc1ccc(OC(F)(F)F)cc1 (stereo unspecified)	0.8	-1.0	2	0.0	-0.9	0.6	-1	2	-0.9	-6	-1
O=C(O)CCNc1cc2ccccc2cc1C(=O)O	-0.9	0.9	-4	-0.4	-1.0	1.6	-33	-13	-0.6	-2	-26
O=C(Nc1ccc(Cl)cc1)N1CCc2ccccc2C1	7.6	8.9	1	1.6	-0.2	0.8	3	7	3.9	-2	-2
CC(=O)Nc1cc(-c2ccc(N3CCN(C)CC3)cc2)cn2c(-c3cccc(C(=O)N(C)C)c3)cnc12	2.5	1.5	-7	0.0	-1.3	/	-53	-23	-1.6	-5	-36
O=C(OCc1ccc(Cl)cc1)c1cccnc1Cl	2.3	-0.1	2	-0.6	-1.3	-0.4	0	2	-0.4	0	5
NC(=O)COC(=O)CSc1cccc2cccc(Cl)c12	2.1	-2.3	0	0.7	-1.5	-0.5	-7	8	2.0	-5	1
Cc1ccc(S(=O)(=O)CCC(=O)Nc2ccc3c(c2)OCO3)cc1	1.0	-0.1	-6	-0.3	-0.4	0.1	-1	-5	0.8	1	2
CCCCC(=O)Nc1ccc(S(=O)(=O)N2CCCCC2c2cccnc2)cc1 (stereo unspecified)	-2.0	-2.0	-2	-0.4	-1.6	0.8	-8	-6	-3.2	-9	-2
CC(C)N(Cc1ccccc1)C(=O)CC(=O)N(Cc1ccccc1)C(C)C	-2.1	-2.3	-7	0.1	-1.4	0.1	-10	-4	-0.7	5	0
CCc1ccc(CNC(=O)CCS(=O)(=O)Cc2ccc(C)cc2)cc1	0.8	-1.2	0	-0.1	-0.7	-0.1	-5	0	-0.3	-5	-4
Cc1c(/C(O)=C2/C(=O)C(=O)N(Cc3cccnc3)C2c2cccs2)cnn1-c1ccccc1 (stereo unspecified)	-6.6	-6.3	-2	-1.0	-2.0	2.3	0	0	-2.7	-2	-4
O=C(CN(C(=O)CNC(=O)c1ccco1)c1ccc(F)c(Cl)c1)NC1CCCCC1	-1.5	-1.4	-1	0.5	-0.8	0.3	1	3	-0.4	-1	2
O=C(Nc1cc(C(F)(F)F)ccc1N1CCOCC1)c1cncc(Br)c1	3.0	1.1	-3	-0.3	-1.4	0.5	2	-4	0.5	4	0
Cc1onc(-c2ccccc2Cl)c1C(=O)Oc1cccc2cccnc12	-1.5	4.1	0	-0.8	-1.4	-0.3	2	-2	0.3	-4	1
Cc1ccc(C)c(N2CCN(C(=O)c3csc(C)c3C)CC2)c1	1.6	-2.2	6	-0.6	-1.5	-1.1	-1	7	-2.8	2	4
C=CS(=O)(=O)N(Cc1ccccc1Br)[C@H](CO)CC(C)C	-2.6	-1.4	1	-1.7	-1.4	-2.3	2	1	-0.8	-9	-2
COC(=O)c1ccccc1NC(=O)CSc1nnc(COc2cccc(OC)c2)n1C	0.2	-2.1	-2	-1.2	-1.6	0.1	2	-1	-2.5	-10	-1
CC(=O)c1ccc(NC(=O)Cn2cnc(S(=O)(=O)N3CCc4ccccc43)c2)cc1	-3.0	0.0	3	-0.1	-1.0	0.0	-4	-2	0.5	-17	-2
CCOC(=O)Cn1c2ccccc2c2nc3ccccc3nc21	0.9	2.0	-5	0.5	0.0	-0.1	-51	-19	3.1	1	-42
CCOc1ccc(CC(=O)Nc2nccs2)cc1OCC	0.5	3.6	-1	-0.6	-1.3	-0.7	-11	-2	-1.3	-3	-8
SMILES	FXN GAA850 act	hgDAF-12 ag	ADAM17 inh	DAX1 inh-1	ssDAF12 agonist	DAX1 inh-2	PLC-beta3 inh	ADAM10 inh	hcDAF-12 act	sPLA2-III inh	PLC-gamma1 inh
CCCCn1c(N)c(N(CCOC)C(=O)CN(C)S(=O)(=O)c2ccc(F)cc2)c(=O)[nH]c1=O	0.0	-0.7	-5	2.1	-1.0	0.0	-5	-6	0.7	6	-1
CCCOc1ccc(Cl)cc1CNc1ccccc1	2.2	1.7	1	-0.6	-1.7	2.0	3	5	-0.9	9	2
C/C=C/c1ccc(OCC(=O)Nc2cc(C(F)(F)F)ccc2N2CCOCC2)c(OC)c1	-2.3	-1.9	0	1.2	-0.7	0.4	-4	0	1.2	8	-1
COc1ccc(C(CC(=O)O)N2C(=O)CCC2=O)cc1 (stereo unspecified)	0.1	-1.1	-5	-0.2	-0.5	0.4	-2	-2	1.4	2	1
Cc1cccc2sc(NC(=O)C3CSC4(C)CCC(=O)N34)nc12 (stereo unspecified)	2.7	-1.6	-1	-2.1	-0.5	0.5	-6	-10	-0.3	-6	1
O=C1COc2ccccc2C(c2nc3ccccc3[nH]2)N1C1CC1 (stereo unspecified)	/	-3.9	-6	-0.1	-0.9	/	-2	-7	-0.8	8	1
O=C(NNc1nc(N2CCOCC2)nc(N2CCOCC2)n1)c1ccccc1	-0.2	-1.7	-1	0.4	-0.5	0.1	1	0	-0.9	-3	1
COc1cc2ccccc2c2c1CCCC2=O	-1.6	-0.4	-9	0.5	-0.9	0.5	-3	-19	-1.1	0	0
COc1cc(C(=O)N/N=C/c2ccsc2C)cc(OC)c1OC	4.0	-5.8	1	1.5	-0.1	0.4	4	10	-1.5	3	3
CCN(C(=O)[C@@H]1CC(=O)O[C@@H]1c1ccccc1)c1ccccc1	/	-1.4	-1	-1.0	-1.2	/	1	-3	-2.7	3	-3
Cc1cc(C)c(S(=O)(=O)N2CCN(C(=O)C(C)Cn3cncn3)CC2)c(C)c1 (stereo unspecified)	-0.2	0.8	-5	-0.1	0.2	0.6	-8	5	1.9	7	0
CC(O)CO (stereo unspecified)	-1.9	-0.4	-2	1.1	-1.1	0.7	-1	-4	2.8	-5	1
COc1cccc(CNc2ncc(-c3ccccc3)n2C)c1	-2.9	-1.0	5	-0.2	-1.4	0.6	0	10	-0.6	6	6
CC(C)(C)S(=O)(=O)N1Cc2cc(=O)n(Cc3ccccc3)c(CCO)c2[C@@H]1CCO	2.9	3.8	-27	-0.3	-1.1	-1.4	-26	-107	-1.4	6	-19
NC(=S)NN=C(c1ccc(F)cc1)C1CC1	-0.3	0.0	-2	-2.2	-0.5	-1.2	-17	-11	1.9	11	-12
c1ccc(C2Nc3ccccc3Oc3ccccc32)cc1 (stereo unspecified)	0.1	-0.2	-1	-0.1	-1.4	0.5	1	6	-1.2	-3	3
CCc1cc2c(=O)[nH]c(N3CCCC3)nc2s1	4.7	3.0	-45	0.0	-0.9	0.7	-7	-116	3.4	14	-8
Nc1nc(Nc2ccccc2)nc(NCc2ccco2)c1[N+](=O)[O-]	7.0	-1.9	9.7*	-1.6	-2.5	-2.8	6	22*	-2.5	-14	7
CCCCNC(=O)Cn1cnc2c(cnn2-c2ccc(C)c(C)c2)c1=O	-1.3	3.2	-2	2.5	0.3	0.0	2	-2	1.5	-7	3
O=C(NN1CCCCC1)c1cccc(COc2ccc(Cl)cc2)c1	2.4	7.1	-3	1.0	-0.3	-0.1	-1	-8	0.6	-2	3
CC(C)N(C1=N/C(=C\c2ccco2)C(=O)N1c1ccccc1)C(C)C	1.1	-3.9	-2	-0.6	-0.8	1.5	-16	2	-0.9	-3	-13
Cc1ccc(NC(=O)C2CCN(S(=O)(=O)c3c(C)n[nH]c3C)CC2)c(C)c1	1.1	-1.0	-3	0.1	-1.1	1.2	-4	-6	-0.1	-4	-2
CCOC(=O)N1CCN(C(=O)c2ccc3c(=O)n(CC4CCCO4)c(=S)[nH]c3c2)CC1 (stereo unspecified)	-1.9	-0.6	-5	-0.6	-1.0	1.1	-1	4	0.6	1	3
CCn1c(CNC(=O)c2ccco2)nnc1SCC(=O)Nc1ccc(Br)cc1F	0.0	-1.0	0	-0.5	-1.3	0.6	-4	4	-2.5	-4	1
O=C(c1cc2ccccc2o1)N1CCN(S(=O)(=O)/C=C/c2ccccc2)CC1	-1.0	0.0	3	-2.1	-1.4	1.1	-6	7	-0.6	-20	3
Nc1nonc1C(=O)NCCNc1ncccc1[N+](=O)[O-]	-0.7	0.4	2	0.3	-1.1	-1.1	-2	-5	-0.7	1	2
O=[N+]([O-])c1ccc(S(=O)(=O)N/N=C/c2ccc3c(c2)OCO3)cc1	2.7	1.0	-3	-0.3	-0.2	0.0	-3	-5	0.3	0	-1
CCN1CCCC1CNC(=S)Nc1ccc(C(C)=O)cc1 (stereo unspecified)	0.6	2.1	-2	0.4	-0.5	0.9	-7	-5	-1.4	2	-3
Cc1cccn2c(=O)c3cc(C(=O)NCC4CCCO4)c(=N)n(CCN4CCOCC4)c3nc12 (stereo unspecified)	0.8	0.1	i	-0.5	-1.1	-0.2	i	i	-2.2	10	i
Cc1ccc(-c2noc(CCC(=O)NCc3ccc4c(c3)OCO4)n2)cc1	-2.3	-1.7	0	-0.1	-1.4	-0.1	-3	2	-0.1	-5	0
